PPARg SRC-1 ag: agonists of human PPARgamma SRC-1 coactivator recruitment; P37231; PPARgamma-SRC-1 coactivator recruitment biochemical assay; activation, % at 8 µM; actives 0.41% (n = 200,000); AID 631; in the data active = activation above about 19%;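 note: 0% = DMSO and 100% = reference agonist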
Target sequence (P37231 whole entry, looked up): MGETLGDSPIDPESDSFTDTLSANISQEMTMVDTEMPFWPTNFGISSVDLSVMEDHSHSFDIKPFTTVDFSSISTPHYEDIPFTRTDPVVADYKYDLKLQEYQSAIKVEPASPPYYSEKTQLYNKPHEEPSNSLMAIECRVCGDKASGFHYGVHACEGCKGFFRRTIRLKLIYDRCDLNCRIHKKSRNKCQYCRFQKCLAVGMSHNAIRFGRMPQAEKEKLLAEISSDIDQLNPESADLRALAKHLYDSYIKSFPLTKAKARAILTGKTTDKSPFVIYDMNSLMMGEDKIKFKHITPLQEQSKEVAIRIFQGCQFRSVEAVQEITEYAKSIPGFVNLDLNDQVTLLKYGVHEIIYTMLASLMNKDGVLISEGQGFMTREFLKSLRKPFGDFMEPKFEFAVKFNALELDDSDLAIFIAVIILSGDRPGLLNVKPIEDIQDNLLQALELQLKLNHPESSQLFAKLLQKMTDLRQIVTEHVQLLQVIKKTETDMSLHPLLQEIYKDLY
PPARg SRC2 recr: promotes SRC-2 coactivator recruitment by human PPARgamma; P37231; PPARgamma LBD-SRC-2 recruitment, biochemical; activation, % at 8 µM; actives 0.34% (n = 200,000); in the data active = activation above about 22%;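 note: 0% = vehicle and 100% = reference agonist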
G6PDH counter: inhibits Leuconostoc G6PDH, flagging false hits in G6PDH-based assays | inhibition, % at 5 µM | actives 0.12% (n = 200,000) | Purified L. mesenteroides G6PDH, diaphorase/resazurin coupled fluorescence, 45 min; in the data active = inhibition above about 50%
Diaph inh CS: inhibits diaphorase or chemically oxidizes, flagging diaphorase assay artifacts. actives 0.69% (n = 190,000). inhibition, % at 20 µM. diaphorase resazurin-to-resorufin fluorescence, NADH, 16 min; bacterial (C. kluyveri) enzyme, not human;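 active = primary screen inhibition at 20 µM above a set limit, cut at about 50% in these data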;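 note: plate controls were DMSO with full reaction for no effect and wells lacking NADH for full effect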
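Benchmarks: positive control wells lacking NADH, neutral wells with DMSO only. System: bacterial diaphorase enzyme (C. kluyveri). Input: 0.14 U/mL diaphorase, enzyme working solution. Detection: resorufin fluorescence, excitation 544 nm, emission 590 nm. Times: 16-min room-temperature incubation before reading.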
PMI act hi M6P: PMI (human) activation, high substrate; P34949; coupled PMI enzyme assay, resazurin fluorescence, 20 min; hits give high values; 1 = untreated enzyme, 0 = substrate-free blank; activation factor at 20 µM; actives 0.34% (n = 190,000);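 active = activation factor of 2 or more at 20 µM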
Target sequence (P34949 whole entry, looked up): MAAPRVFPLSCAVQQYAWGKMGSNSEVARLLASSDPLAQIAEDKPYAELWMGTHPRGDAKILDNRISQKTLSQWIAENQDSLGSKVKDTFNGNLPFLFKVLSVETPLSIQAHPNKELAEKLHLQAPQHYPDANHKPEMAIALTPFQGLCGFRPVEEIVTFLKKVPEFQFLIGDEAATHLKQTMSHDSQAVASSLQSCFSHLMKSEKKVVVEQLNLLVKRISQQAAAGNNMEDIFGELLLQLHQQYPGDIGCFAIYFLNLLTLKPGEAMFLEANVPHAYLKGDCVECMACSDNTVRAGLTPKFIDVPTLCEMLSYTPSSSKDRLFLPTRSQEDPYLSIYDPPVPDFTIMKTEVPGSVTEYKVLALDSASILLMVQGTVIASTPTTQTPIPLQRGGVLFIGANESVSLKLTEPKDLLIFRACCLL
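Test system – human PMI in coupled enzyme assay · Timing – 20 min incubation at room temperature · Detection – Diaphorase-driven resazurin-to-resorufin fluorescence, excitation 544, emission 590 nm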
S1P3 antagonist: S1P3 (human) receptor antagonism | Q99500 | CHO S1P3 NFAT-BLA reporter, FRET fluorescence, antagonist mode | actives 0.27% (n = 170,000) | inhibition, % at 4.98 µM | AID 485;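 active = inhibition above the plate cutoff, the mean inhibition of test wells on that plate plus 3 SD, cut at about 28% in these data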;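 note: cells challenged with S1P at its EC80 of 0.8 µM; blue over green emission ratio from cleaved BLA substrate after 4 h stimulation; 0% = S1P-stimulated wells and 100% = unstimulated DMSO-only wells; some compounds past the cut are filed as inactive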
PMI act: increases human mannose-6-phosphate isomerase activity; actives 0.005% (n = 190,000); purified human PMI, coupled resazurin fluorescence, 20 min; hits give high values; 1 = vehicle control, 0 substrate-free wells; activation factor at 20 µM; P34949; AID 1214;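 active = activation factor of 2 or more at 20 µM, relative to plate controls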
ROMK primary: human ROMK K+ channel modulation, primary screen. B-score at 10 µM. P48048. actives 2% (n = 130,000). Tet-inducible ROMK, thallium flux fluorescence; actives lie on both sides;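 active = signal ratio slope over the read window, or its plate-corrected B-score, at least 3 SD from the plate mean, either direction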;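 note: B-score of the F/F0 ratio slope over 7 to 12 s after thallium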
Diaphorase act: activates diaphorase or chemically reduces, flagging diaphorase assay artifacts | actives 0.005% (n = 190,000) | activation factor at 20 µM | AID 1229 | Diaphorase/resazurin coupled assay, resorufin fluorescence, 16 min; hits give high values; 1 = vehicle wells, 0 = NADH-free wells;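 active = diaphorase activity raised at least twofold by the compound at 20 µM; inactive = activation factor below 2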
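Material: bacterial diaphorase enzyme (C. kluyveri); amount: enzyme 0.07 U/mL final; reagent: NADH substrate 0.114 mM plus resazurin dye 0.1 mM, final; doses: single compound dose of 20 µM, 1% DMSO final; timing: 16 min enzyme reaction, ambient temperature; measured by: fluorescence of resorufin, 544 nm excitation, 590 nm emission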
TR-FRET SRC-2 ct: TR-FRET artefact, counter-screen to PPARgamma/SRC-2 agonist assay | hits give high values | AID 1049 | TR-FRET ratio at 8 µM | actives 0.4% (n = 200,000); in the data active = TR-FRET ratio above about 2000; note: inactives centre near 1500
PPARg SRC-3 ag: promotes SRC-3 coactivator recruitment by human PPARgamma; AID 731; actives 0.26% (n = 200,000); biochemical PPARgamma/SRC-3 coactivator recruitment assay; P37231; activation, % at 8 µM; in the data active = activation above about 23%;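 note: 0% = DMSO and 100% = reference agonist; some compounds past the cut are filed as inactive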
* = called active by the depositor. No enrichment for hits. About 3.3% of those tested had a hit in this group.

Screening CCS(=O)(=O)Nc1cc(-c2nc3cccnc3s2)ccc1C returned PPARg SRC-1 ag 6.0, PPARg SRC2 recr 8.2, G6PDH counter 20.3, Diaph inh CS 0.4, PMI act hi M6P 1.1, S1P3 antagonist 14.3, PMI act 1, Diaphorase act 1, TR-FRET SRC-2 ct 1859 and PPARg SRC-3 ag -2.2.
C=CCn1c(SCC(=O)NC(=O)c2cccn2C)nc2ccccc2c1=O was read as PPARg SRC-1 ag 0.7, PPARg SRC2 recr 8.6, G6PDH counter 2.9, Diaph inh CS 17.3, PMI act hi M6P 0.9, S1P3 antagonist 0.2, PMI act 1, Diaphorase act 0.8, TR-FRET SRC-2 ct 1573 and PPARg SRC-3 ag -0.5.
For O=C(NCc1ccncc1)C1=NN(c2ccccc2)C(=O)CC1 the results were PPARg SRC-1 ag 8.7, PPARg SRC2 recr 2.1, G6PDH counter 7.1, Diaph inh CS -1.3, PMI act hi M6P 1.9, S1P3 antagonist 7.8, PMI act 1.7, ROMK primary -1.56, Diaphorase act 1, TR-FRET SRC-2 ct 1688 and PPARg SRC-3 ag -1.7.
For N#CCC(=O)Nc1ncc(Cc2ccccc2Cl)s1 the results were PPARg SRC-1 ag -1.0, PPARg SRC2 recr 5.7, G6PDH counter 7.4, Diaph inh CS 4.8, PMI act hi M6P 0.9, S1P3 antagonist -9.1, PMI act 1.1, ROMK primary -0.0421, Diaphorase act 1, TR-FRET SRC-2 ct 1870 and PPARg SRC-3 ag 10.4.
`CCOC(=O)CSc1nc2sccc2c(=O)[nH]1` gave PPARg SRC-1 ag 1.6, PPARg SRC2 recr 7.6, G6PDH counter 1.1, Diaph inh CS 14.8, PMI act hi M6P 1, PMI act 1, Diaphorase act 0.9, TR-FRET SRC-2 ct 1514 and PPARg SRC-3 ag 6.8.
`O=C1CCc2nc3sc4c(c3c(=O)n2N1)CCCC4` gave PPARg SRC-1 ag 2.5, PPARg SRC2 recr 0.9, S1P3 antagonist 1.0, ROMK primary -0.842, TR-FRET SRC-2 ct 1556 and PPARg SRC-3 ag 8.9.
Screening O=C(/C=C/c1ccccc1)Nc1ccc(CN2CCOCC2)cc1 returned PPARg SRC-1 ag 7.7, PPARg SRC2 recr 6.2, G6PDH counter 4.4, Diaph inh CS 7.5, PMI act hi M6P 1, S1P3 antagonist -17.0, PMI act 0.9, Diaphorase act 0.9, TR-FRET SRC-2 ct 1569 and PPARg SRC-3 ag -1.5.
For O=C(NCc1ccc2c(c1)OCO2)C1CCCN1C(=O)Nc1ccc(F)cc1 (centres undefined) the results were PPARg SRC-1 ag 1.4, PPARg SRC2 recr 8.0, G6PDH counter 4.8, Diaph inh CS 12.1, PMI act hi M6P 1, S1P3 antagonist -29.2, PMI act 1.1, Diaphorase act 0.9, TR-FRET SRC-2 ct 1563 and PPARg SRC-3 ag 1.7.
Cc1ccc(/C=N/N2CCN(Cc3ccccc3)CC2)o1 was read as PPARg SRC-1 ag 1.5, PPARg SRC2 recr -3.0, G6PDH counter 1.6, Diaph inh CS 9.7, PMI act hi M6P 1, PMI act 1, Diaphorase act 0.9, TR-FRET SRC-2 ct 1406 and PPARg SRC-3 ag -12.7.
CC(=O)c1ccc(N2CCN(C(=O)CCN3C(=S)NC(C)(C)CC3C)CC2)cc1 (centres undefined) was read as PPARg SRC-1 ag 3.2, PPARg SRC2 recr -2.4, G6PDH counter -5.8, Diaph inh CS 7.3, PMI act hi M6P 1, S1P3 antagonist 1.4, PMI act 1, ROMK primary -1.04, Diaphorase act 0.9, TR-FRET SRC-2 ct 1364 and PPARg SRC-3 ag -4.7.

The last 2 records of the section above come first, to join the parts.
Cc1ccc(/C=N/N2CCN(Cc3ccccc3)CC2)o1 was read as PPARg SRC-1 ag 1.5, PPARg SRC2 recr -3.0, G6PDH counter 1.6, Diaph inh CS 9.7, PMI act hi M6P 1, PMI act 1, Diaphorase act 0.9, TR-FRET SRC-2 ct 1406 and PPARg SRC-3 ag -12.7.
CC(=O)c1ccc(N2CCN(C(=O)CCN3C(=S)NC(C)(C)CC3C)CC2)cc1 (centres undefined) was read as PPARg SRC-1 ag 3.2, PPARg SRC2 recr -2.4, G6PDH counter -5.8, Diaph inh CS 7.3, PMI act hi M6P 1, S1P3 antagonist 1.4, PMI act 1, ROMK primary -1.04, Diaphorase act 0.9, TR-FRET SRC-2 ct 1364 and PPARg SRC-3 ag -4.7.
For COC(=O)c1c(NC(=O)c2ccoc2C)sc2c1CCC2 the results were PPARg SRC-1 ag -1.3, PPARg SRC2 recr 5.7, G6PDH counter -20.3, Diaph inh CS 5.9, PMI act hi M6P 0.9, S1P3 antagonist -11.7, PMI act 0.9, Diaphorase act 0.9, TR-FRET SRC-2 ct 1692 and PPARg SRC-3 ag -11.8.
Screening Cc1c(C(=O)C(=O)NCc2cccs2)c2ccccc2n1C returned PPARg SRC-1 ag 1.5, PPARg SRC2 recr 4.2, G6PDH counter 0.5, Diaph inh CS 8.4, PMI act hi M6P 1, S1P3 antagonist -11.9, PMI act 1, ROMK primary -0.609, Diaphorase act 0.9, TR-FRET SRC-2 ct 1502 and PPARg SRC-3 ag 3.2.
`COc1cccc(/C=C2\SC(=S)N(N3C(=O)CCCC3=O)C2=O)c1` gave PPARg SRC-1 ag -4.1, PPARg SRC2 recr 1.8, G6PDH counter 0.8, Diaph inh CS 31.9, PMI act hi M6P 0.9, S1P3 antagonist -15.7, PMI act 0.8, ROMK primary -2.68*, Diaphorase act 0.7, TR-FRET SRC-2 ct 1513 and PPARg SRC-3 ag 1.8.
CCCCC1S/C(=N/N=C/c2ccco2)NC1=O (centres undefined) was read as PPARg SRC-1 ag 3.0, PPARg SRC2 recr -9.7, G6PDH counter 2.8, Diaph inh CS 10.4, PMI act hi M6P 1, S1P3 antagonist 1.6, PMI act 1.1, Diaphorase act 0.9, TR-FRET SRC-2 ct 1330 and PPARg SRC-3 ag -2.0.
Screening O=C(Nc1ccccc1)Nc1ccc(C(=O)N2CCOCC2)cc1 returned PPARg SRC-1 ag 4.4, PPARg SRC2 recr 4.3, G6PDH counter 14.0, Diaph inh CS 10.6, PMI act hi M6P 0.9, PMI act 0.9, Diaphorase act 0.9, TR-FRET SRC-2 ct 1827 and PPARg SRC-3 ag 7.6.
Screening COCCNC(=O)C1CC(c2ccc([N+](=O)[O-])cc2)=NO1 (centres undefined) returned PPARg SRC-1 ag -3.8, PPARg SRC2 recr 14.9, G6PDH counter 6.9, Diaph inh CS -15.1, PMI act hi M6P 1.1, PMI act 1.1, ROMK primary -0.341, Diaphorase act 1.2, TR-FRET SRC-2 ct 1588 and PPARg SRC-3 ag 4.4.
For CC(=O)c1ccc(N2CCN(C(=O)Nc3ccc(Cl)cc3)CC2)cc1 the results were PPARg SRC-1 ag 4.7, PPARg SRC2 recr -14.4, G6PDH counter -2.1, Diaph inh CS -6.5, PMI act hi M6P 1, S1P3 antagonist 14.3, PMI act 1, ROMK primary -0.446, Diaphorase act 1.1, TR-FRET SRC-2 ct 1565 and PPARg SRC-3 ag 2.4.
Screening Cc1ccc(-c2nn(CC(=O)NC(C)c3ccccc3)c(=O)c3ccccc23)cc1 (centres undefined) returned PPARg SRC-1 ag 5.2, PPARg SRC2 recr 3.2, G6PDH counter 6.9, Diaph inh CS 9.6, PMI act hi M6P 1, PMI act 1, Diaphorase act 0.9, TR-FRET SRC-2 ct 1523 and PPARg SRC-3 ag 0.7.
For CC(O)CNCCCOc1ccc(Cl)cc1C(C)(C)C (centres undefined) the results were PPARg SRC-1 ag 3.4, PPARg SRC2 recr -3.4, G6PDH counter 6.8, Diaph inh CS 11.5, PMI act hi M6P 1, S1P3 antagonist -3.0, PMI act 0.9, ROMK primary -3.12, Diaphorase act 0.9, TR-FRET SRC-2 ct 1660 and PPARg SRC-3 ag -1.7.
COCCCNC(=O)CCn1c(=O)c2ccccc2n(CC(=O)NCCc2ccc(OC)c(OC)c2)c1=O was read as PPARg SRC-1 ag 9.3, PPARg SRC2 recr 7.4, G6PDH counter 11.0, Diaph inh CS 2.9, PMI act hi M6P 1.1, S1P3 antagonist 5.2, PMI act 1.1, ROMK primary 0.777, Diaphorase act 1, TR-FRET SRC-2 ct 1510 and PPARg SRC-3 ag -1.3.
For C=C1c2cc(C)ccc2NC(=O)N1c1ccc(C)cc1 the results were PPARg SRC-1 ag 2.2, PPARg SRC2 recr 2.8, G6PDH counter 16.3, Diaph inh CS -0.4, PMI act hi M6P 2.4*, PMI act 1.9, ROMK primary -0.583, Diaphorase act 1, TR-FRET SRC-2 ct 1670 and PPARg SRC-3 ag 1.7.
Screening O=C(Nc1ccc(Cl)cc1)c1ccc(-n2cccn2)c([N+](=O)[O-])c1 returned PPARg SRC-1 ag -3.7, PPARg SRC2 recr -4.9, G6PDH counter -5.1, Diaph inh CS 20.4, PMI act hi M6P 0.8, PMI act 0.8, Diaphorase act 0.8, TR-FRET SRC-2 ct 1476 and PPARg SRC-3 ag 1.3.
`CCN(CC)C(=O)C1CCCN(Cc2ccc(N(C)C)cc2)C1` (centres undefined) gave G6PDH counter 5.7, Diaph inh CS 15.8, PMI act hi M6P 1, S1P3 antagonist 34.1, PMI act 1.1 and Diaphorase act 0.8.
For CCOc1ccc(NC(=S)N2CCN(c3ccc(N4CCOCC4)nn3)CC2)cc1 the results were PPARg SRC-1 ag 6.3, PPARg SRC2 recr 1.0, G6PDH counter 10.0, Diaph inh CS 17.4, PMI act hi M6P 0.9, S1P3 antagonist 4.4, PMI act 1, Diaphorase act 0.8, TR-FRET SRC-2 ct 1704 and PPARg SRC-3 ag -1.1.
Screening O=C(NN1CCOCC1)c1cccc2ccccc12 returned PPARg SRC-1 ag -1.9, PPARg SRC2 recr 0.0, G6PDH counter -1.7, Diaph inh CS 20.6, PMI act hi M6P 0.8, S1P3 antagonist -15.8, PMI act 0.9, ROMK primary 0.708, Diaphorase act 0.8, TR-FRET SRC-2 ct 1519 and PPARg SRC-3 ag 2.5.
c1ccc(-c2nccc(-c3ccco3)n2)nc1 was read as PPARg SRC-1 ag -9.1, PPARg SRC2 recr -2.9, G6PDH counter 13.5, Diaph inh CS -1.6, PMI act hi M6P 0.9, S1P3 antagonist 2.4, PMI act 0.9, ROMK primary -0.27, Diaphorase act 1, TR-FRET SRC-2 ct 1366 and PPARg SRC-3 ag -3.4.
Screening Cc1cc(SCCC(=O)O)nc2c(C)cccc12 returned PPARg SRC-1 ag 1.2, PPARg SRC2 recr -6.2, G6PDH counter 7.5, Diaph inh CS 15.1, PMI act hi M6P 0.9, PMI act 0.9, ROMK primary 0.155, Diaphorase act 0.8, TR-FRET SRC-2 ct 1425 and PPARg SRC-3 ag -10.2.

Screening data deposited in PubChem BioAssay by several laboratories.
